# Bioassay records as filed in PubChem.
# 14-3-3 PPI = 14-3-3 gamma protein interaction modulation; FP, 14-3-3gamma / TMR-pS259-Raf peptide binding; inhibition, % at 40 µM; 160,000 compounds, 0.19% hits; AID 422; in the data active means inhibition above about 30%;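 further: 0% = protein plus tracer without compound and 100% = blank with tracer alone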
# Target sequence (P61981 whole entry, looked up): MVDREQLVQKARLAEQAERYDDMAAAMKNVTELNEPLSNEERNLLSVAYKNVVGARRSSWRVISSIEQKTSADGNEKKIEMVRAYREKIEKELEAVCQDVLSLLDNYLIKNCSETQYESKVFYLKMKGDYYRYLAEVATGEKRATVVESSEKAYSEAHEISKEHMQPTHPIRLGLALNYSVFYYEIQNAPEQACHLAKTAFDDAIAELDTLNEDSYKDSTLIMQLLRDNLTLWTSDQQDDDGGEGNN
# Starred values were filed as active, the others as inactive; & = joins results of further samples.
SMILES,14-3-3 PPI
COc1ccc(C(=O)N2CCN(C3CCC(c4ccccc4)CC3)CC2)cc1OC (centres undefined),-5
CCOc1ccc(C(=O)N(C(=O)c2ccc(OCC)cc2)c2ncccc2C)cc1,5
O=C1C2CCCN2C(c2ccc(F)cc2)N1c1cccc(Cl)c1 (centres undefined),-1
O=c1cc(COn2nnc3ccc(C(F)(F)F)cc32)nc2sccn12,-4
COc1ccc(OC)c(C2CC(c3ccc(Br)cc3)=NN2C(C)=O)c1 (centres undefined),4
COc1ccccc1N(CC(=O)Nc1ccccc1Cl)S(=O)(=O)c1ccc(C)cc1,0
COc1cccc(CNC(=O)C2(S(=O)(=O)c3ccc(Cl)cc3)CC2)c1,5
COc1ccc(S(=O)(=O)NCCC23CC4CC(CC(C4)C2)C3)c2ccccc12,-4
COc1cc2nc(-c3cc(OC)c(OC)c(OC)c3)oc(=O)c2cc1OC,-8
CCN1CCN(C(=O)c2cc3nc(-c4ccccc4)cc(C(F)(F)F)n3n2)CC1,2
CN(C)c1nc(OCCO)nc(N(C)C)n1,-1
O=c1c2ccccc2c2ccccc2c(=O)n1-c1cccc2ccccc12,-5
Cc1c(NS(=O)(=O)c2ccccc2[N+](=O)[O-])c(=O)n(-c2ccccc2)n1C,-3
Cc1nc(CCNC(=O)COc2ccccc2)cs1,-11
CCCCNc1nc(CC(C)=O)ns1,-12
Cc1cccc(N2CCN(C(=O)Cc3c(C(=O)O)[nH]c4ccc(Cl)cc34)CC2)c1C,-10
COc1ccc(C2CC(=O)C3=C(C2)Nc2ccccc2NC3c2ccccc2C)cc1 (centres undefined),1
Cc1cc(C)cc(NC(=O)c2sc(=S)n3c2[nH]c(=O)c2sccc23)c1,-40
COC(=O)c1ccccc1NC(=O)c1ccc(N2CC3CC(C2)c2cccc(=O)n2C3)c(NC(=O)c2cccc(C(F)(F)F)c2)c1 (centres undefined),-22
CSCCOC(=O)C1=C(C)NC(=O)NC1c1ccc(C)c([N+](=O)[O-])c1 (centres undefined),-1
CCCCCNC(=O)c1nnn(-c2cccc(C(F)(F)F)c2)c1N,-2
C=CCSc1nc2c(c(=O)n1C1CCCC1)C1(CCCC1)Cc1ccccc1-2,2
COc1ccc(-n2ncc3c(N(Cc4ccccc4)Cc4ccccc4)ncnc32)cc1,-6
Cc1cccc(OCC(O)CN2C(C)(C)CC(O)CC2(C)C)c1C (centres undefined),4
Cc1ccccc1NS(=O)(=O)c1ccc2[nH]cc(C(=O)NC3CC3)c(=O)c2c1,-21
O=C(NCCO)NCC12CC3CC(CC(C3)C1)C2,3
Cc1ccc2nc(-c3cccs3)c(Nc3ccc4c(c3)OCCO4)n2c1,-7
c1ccc(N2CC[N+]3(CCCC3)CC2)nc1,-6
CC(C)CNC(=O)c1nn2c(C(F)(F)F)cc(-c3cccs3)nc2c1Cl,-1
CCC1(C)CC(CCNCc2ccc(F)cc2)(c2ccc(F)cc2)CCO1 (centres undefined),-3
C=CCN1C(=O)c2cccc3c(N4CCCCC4)ccc(c23)C1=O,-5
COc1ccc(CCNC(=O)C2CC2)cc1OC,8
Cc1ccc(Cn2cc(CCC(=O)NCc3ccccc3)c3ccccc32)cc1,-1
Cc1sc2ncnc(SCC#N)c2c1C,-36
Cc1nc2nc(SCC(=O)NC3CCC(C)CC3)nn2c(C)c1Cc1ccccc1Cl (centres undefined),-34
C=CCn1c(-c2ccccc2)c[nH]c1=S,-6
CCOC(=O)c1c(C)c(C(=O)NCc2cccnc2)c(C)n1C,-3
COC(=O)c1ccc2c(=O)[nH]c3c(C(=O)Nc4ccc(F)cc4)sc(=S)n3c2c1,-18
CC(C)(C)c1ccc(C(=O)N2N=C(c3ccccc3)CC2(O)C(F)(F)F)cc1 (centres undefined),-11
CCc1c(C)sc(NC(=O)c2cc3n(n2)C(C(F)(F)F)CC(c2ccc(OC)c(OC)c2)N3)c1C#N (centres undefined),1
CC1CCN(CCCNC(=O)C2CCN(S(=O)(=O)c3cnc[nH]3)CC2)CC1,-1
CCOC(=O)c1c(NC(=O)c2cccc(C)c2)sc2c1CCC2,-16
COC(=O)C1=C(C)NC2=C(C(=O)CC(c3ccc(Cl)cc3)C2)C1c1ccc2c(c1)OCO2 (centres undefined),5
CCc1cccc(C)c1NC(=O)CSc1nnc(-c2cc3cc(Br)ccc3o2)n1CC,-7
O=C(Nc1ccc2c(c1)OCCO2)c1cc2ccccc2c(=O)o1,-4
CCOc1cc2[nH]c(=S)n(Cc3ccc(C(=O)NC4CCCCC4C)cc3)c(=O)c2cc1OCC (centres undefined),-1
Clc1ccccc1-c1nnc2sc(C3COc4ccccc4O3)nn12 (centres undefined),2
Cc1noc(C)c1S(=O)(=O)N1CCN(Cc2ccc3c(c2)OCO3)CC1,3
CC1=CC(C)(C)N(C(=O)CSc2nc(C)cc(C)n2)c2ccccc21,-3
COc1cccc(C2=NN(C(=O)Cc3ccc([N+](=O)[O-])cc3)C(O)(C(F)(F)F)C2)c1 (centres undefined),7

# Some of these compounds in order of SMILES length, smallest number first.
SMILES,14-3-3 PPI
CC(C)CNC(=O)c1nn2c(C(F)(F)F)cc(-c3cccs3)nc2c1Cl,-1
CCN1CCN(C(=O)c2cc3nc(-c4ccccc4)cc(C(F)(F)F)n3n2)CC1,2
CCc1c(C)sc(NC(=O)c2cc3n(n2)C(C(F)(F)F)CC(c2ccc(OC)c(OC)c2)N3)c1C#N (centres undefined),1

# (continued)
SMILES,14-3-3 PPI
COc1ccc(C(=O)Nc2ccc3nc(N4CCOCC4)cc(C)c3c2)c(OC)c1,-4
CCOC(=O)C1=C(C)N(C)C(=O)NC1c1ccccc1OC (centres undefined),-15
C(=C\c1ccccc1)/CSc1nnc(-c2ccncc2)n1Cc1ccco1,-3
Cc1cccc2cc(CN(CC3CCCO3)C(c3nnnn3Cc3ccco3)C(C)C)c(=O)[nH]c12 (centres undefined),4
CC(=O)N1CCc2cc(Br)cc(S(=O)(=O)N3CCC(C(=O)Nc4ccccc4Cl)CC3)c21,-23
COc1ccc(C(=O)N2CCN(S(C)(=O)=O)CC2)cc1OC,-6
CCN(CC)S(=O)(=O)c1ccc(OC(C)C)nc1,8
Cc1ccc(S(=O)(=O)Cc2ccc(C(=O)NCCCN3CCN(C)CC3)o2)cc1,-4
O=S(=O)(c1ccccc1)c1nc(-c2ccco2)oc1N1CCOCC1,-4
Cc1nc(N2CCN(C(=O)c3ccc(Cl)cc3)CC2)c(C#N)c2c1COC(C)(C)C2,10
CCCC(=O)Nc1ccc(N2CCN(C(=O)CCC)CC2)cc1,-8
COc1ccc2cc3cc(C(=O)Nc4ccc(C)cc4Cl)sc3nc2c1,-2
Cc1ccccc1Nc1cc(C(=O)NC2CCC(C)CC2)c2ccccc2n1 (centres undefined),9
Fc1cccc(NCc2cn3ccccc3n2)c1,-3
Nc1ccc2c(c1)-c1cc(N)ccc1OCCOCCOCCOCCO2,-12
Cc1ccc(C23CC4CC(CC(O)(C4)C2)C3)cc1N=Cc1ccc([N+](=O)[O-])cc1,-6
O=C(O)c1cc(C(c2ccc(O)c(C(=O)O)c2)C(Cl)(Cl)Cl)ccc1O,-4
O=C(C[n+]1ccc2ccccc2c1)c1cccc2ccccc12,-14
CCCCn1c(S(=O)(=O)O)nc2ccccc21,-7
Cc1c(Br)c(C(F)(F)F)nn1CC(=O)N(C)c1ccccc1,6

# Three compounds from above, sorted by the value under 14-3-3 PPI, lowest first:
SMILES,14-3-3 PPI
Fc1cccc(NCc2cn3ccccc3n2)c1,-3
Cc1ccc(Cn2cc(CCC(=O)NCc3ccccc3)c3ccccc32)cc1,-1
CCN1CCN(C(=O)c2cc3nc(-c4ccccc4)cc(C(F)(F)F)n3n2)CC1,2

# Following part:
SMILES,14-3-3 PPI
COc1cc(C2C3=C(CCCC3=O)NC3=C2C(=O)CCC3)cc(Br)c1O,-10
O=C(Cn1cc2c(n1)CCCCC2)NC1CCN(Cc2ccccc2)CC1,-5
CCOc1ccc2nc(C)cc(Nc3ccc(C(=O)OC)cc3)c2c1,3
CCOC(=O)N1CCC(NC(=O)c2ccc3c(c2)N(CC)CCS3)CC1,-10
CCSc1nc2cc(OC)c(OC)cc2c(=O)n1CC,-9
O=C(CCCn1c(=O)[nH]c2cc(Cl)ccc2c1=O)NCc1ccc2c(c1)OCO2,-8
O=C(O)CSc1nc2c(cnn2-c2ccc(F)cc2)c(=O)[nH]1,7
O=C(CCn1c(SCc2ccc(F)cc2)nc2cc3c(cc2c1=O)OCO3)N1CCN(c2ccccc2)CC1,3
Cc1nc2c(C(=O)NCCCN3CCCCC3C)cnn2c(C)c1Cc1ccccc1 (centres undefined),-181
O=C(CSc1nc2ccsc2c(=O)n1NC(=O)c1ccccc1)Nc1nccs1,-1
Cc1cc(=O)oc(C)c1C(=O)N1CCN(C)CC1,4
COc1ccccc1C1C(C(N)=O)=C(C)Nc2nc(-c3ccccc3Cl)nn21 (centres undefined),-1
CC(=O)c1cc2c(cc1NS(=O)(=O)c1ccc(C)cc1)OCCO2,-13
COc1ccc(CNC(=O)CCN2C(=O)C3C4C=CC(CC4)C3C2=O)cc1 (centres undefined),4
COc1ccc(CCNC(=O)CCCCn2c(=O)[nH]c3ccccc3c2=O)cc1OC,-7
COc1ccc(C2/C(=C(\O)c3ccc(Cl)cc3)C(=O)C(=O)N2c2nccs2)cc1 (centres undefined),-20
CC1(C)CC(=O)C2=C(C1)c1c(ccc3ncccc13)NC2c1cccc(Br)c1 (centres undefined),-11
COC(=O)c1ccc(-n2c(C)nc(=O)c(-c3ccccc3)c2C)cc1,-3
CCc1c(C)c2c(C)[nH]nc2oc1=O,-6
CCOC(=O)c1ccc(-n2c(=S)sc3c(=O)n(Cc4ccc5c(c4)OCO5)c(SCC#N)nc32)cc1,-50
O=C(NCc1ccco1)[C@@H]1CSC2c3ccccc3C(=O)N21 (some centres undefined),10
CCCCC1=NN(C(=O)c2ccc(C)o2)C(O)(C(F)(F)F)C1 (centres undefined),-8
Cc1sc2ncnc(OCC(=O)c3ccc(S(=O)(=O)N4CCCC4)cc3)c2c1C,3
Cc1cccc(N2C(=O)C(Cl)=C(Nc3ccc(S(N)(=O)=O)cc3)C2=O)c1C,-7
O=C(Nc1nonc1-c1nc2ccccc2n1Cc1ccccc1)c1ccc(F)cc1,-57
COC(=O)c1ccc(N2CCC(C)CC2)c(N)c1,-174
CCCCNC(=O)c1c(CC)c(-c2ccccc2)nc2ccccc12,-6
OC(C#CCCN1CCCCC1)(c1ccccc1)c1ccccc1,-2
O=S(=O)(NC(=S)c1ccccc1)c1ccccc1,2
CCN(CC)S(=O)(=O)N1CCC(C(=O)N2CCOCC2)CC1,0
Cc1ccc(Cl)cc1N1CCN(C(=O)Cn2ccc3ccccc3c2=O)CC1,-10&-1
CC(C)CSc1oc(-c2ccco2)nc1S(=O)(=O)c1ccc(Cl)cc1,-41
Cc1cccc2cc(CN(Cc3cccs3)Cc3nnnn3Cc3ccccc3)c(=O)[nH]c12,-10
O=C(CSc1nc2ccccc2c(=O)n1CC1COc2ccccc2O1)N1CCCC1 (centres undefined),-8
Cc1ccccc1Cn1cc(S(=O)(=O)CC(=O)Nc2ccc(Br)cc2)c2ccccc21,-5
Brc1cccc(Cn2c(-c3cncs3)nc3ccccc32)c1,-2
COc1ccccc1C1(CC(=O)N2CCOCC2)CCOC(C(C)C)C1 (centres undefined),-6
O=C(NCc1ccco1)c1ccc(CSCc2cccc(Cl)c2)o1,1
CSc1ccc(Cl)c(C(=O)Nc2cc(S(N)(=O)=O)ccc2C)c1,-14
COc1ccccc1N(CC(=O)NC(C)(C)C)C(=O)Cn1nnc(-c2ccc(C)o2)n1,-40
Cc1ccc(NC(=O)c2cc(S(=O)(=O)NC3CCCC3)ccc2F)cc1C,0
COc1ccc(S(=O)(=O)N2CCN(Cc3cccc(Cl)c3)CC2)cc1,-1
Cc1cccn2c(=O)c3cc(C(=O)N4CCN(c5ccccc5Cl)CC4)sc3nc12,-4
COc1ccc2cc3cc(C(=O)NCC4CCCO4)oc3nc2c1 (centres undefined),4&2
Cc1nn(C)c(C)c1S(=O)(=O)NCc1cccs1,-6&-4
CCN(CC)C(=O)CSc1nc2ccccc2c(=O)n1CC1COc2ccccc2O1 (centres undefined),-3
O=C1c2oc3ccc(F)cc3c(=O)c2C(c2ccc(F)cc2)N1CCCN1CCOCC1 (centres undefined),-4
Cc1cc(C)c(NC(=O)Nc2cccc(Cl)c2)c(Cl)n1,0
CC(NC(=O)c1nn2c(c1Cl)NC(c1ccc(Cl)cc1)CC2C(F)(F)F)c1ccccc1 (centres undefined),1
Cc1cc(C)n(-c2nc3c(c(=O)[nH]c(=O)n3C)n2CC(O)COc2ccccc2C)n1 (centres undefined),2

# Entries above containing a tert-butyl group, in the order listed:
SMILES,14-3-3 PPI
CC(C)(C)c1ccc(C(=O)N2N=C(c3ccccc3)CC2(O)C(F)(F)F)cc1 (centres undefined),-11
COc1ccccc1N(CC(=O)NC(C)(C)C)C(=O)Cn1nnc(-c2ccc(C)o2)n1,-40

# (listing goes on)
SMILES,14-3-3 PPI
Cc1cccc(NC(=O)CSc2cn(Cc3cccc(F)c3)c3ccccc23)c1C,4
Cc1ccc2nc(NC(=O)c3cccc(Cl)c3)sc2c1,6
CN(C)S(=O)(=O)c1ccc(C(=O)NCCSc2c(-c3ccc(F)cc3)[nH]c3ccccc23)cc1,-9
CC1=C(C(=O)OC(C)C)C(C=Cc2ccccc2)NC(=O)N1 (centres undefined),6
Cc1ccc(-c2cc(C(=O)OCC(=O)c3ccc(C)c([N+](=O)[O-])c3)c3ccccc3n2)cc1,1
CCOC(=O)c1ccc(NC(=O)CSc2ncccn2)cc1,2
CCCCn1nnnc1SCC(=O)Nc1sc2c(c1C#N)CCCC2,-6
Brc1ccc(-c2nnc3sc(CN4CCN(c5ccccc5)CC4)cn23)cc1,-7&-5
Oc1c(F)cccc1C=Nc1ccc2oc(-c3ccccc3)nc2c1,-22
O=C(CCn1c(=S)[nH]c2cc3c(cc2c1=O)OCO3)N1CCC(Cc2ccccc2)CC1,-7
CSCCC(Nc1ncnc2ccc(Br)cc12)C(=O)O (centres undefined),-3
COc1cccc(CNC(=O)c2cc(Sc3ccc(C)cc3)nc3ccccc23)c1,3

# Taken from above.
# Cc1cccc(NC(=O)CSc2cn(Cc3cccc(F)c3)c3ccccc23)c1C – 14-3-3 PPI = 4
# Oc1c(F)cccc1C=Nc1ccc2oc(-c3ccccc3)nc2c1 – 14-3-3 PPI = -22

# The list is partial. The share of hits here may be higher or lower than overall.
